Assay outcomes as filed in PubChem BioAssay.
M5 antag – human M5 muscarinic receptor antagonists, primary screen, CHO cells, Fluo-8 calcium fluorescence. Muscarinic acetylcholine receptor M5 (Homo sapiens), P08912. CHO-hM5 cells, ACh EC80. inhibition, % at 3 µM. hit rate 0.59% among 360,000. AID 624040, 2012;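 active means inhibition above a per-plate cutoff, the mean of that plate's test compounds plus 3 SD, cut at about 27% in these data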;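 further: 0% = acetylcholine EC80 with DMSO and 100% = DMSO without agonist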
Target sequence (P08912 whole entry, looked up): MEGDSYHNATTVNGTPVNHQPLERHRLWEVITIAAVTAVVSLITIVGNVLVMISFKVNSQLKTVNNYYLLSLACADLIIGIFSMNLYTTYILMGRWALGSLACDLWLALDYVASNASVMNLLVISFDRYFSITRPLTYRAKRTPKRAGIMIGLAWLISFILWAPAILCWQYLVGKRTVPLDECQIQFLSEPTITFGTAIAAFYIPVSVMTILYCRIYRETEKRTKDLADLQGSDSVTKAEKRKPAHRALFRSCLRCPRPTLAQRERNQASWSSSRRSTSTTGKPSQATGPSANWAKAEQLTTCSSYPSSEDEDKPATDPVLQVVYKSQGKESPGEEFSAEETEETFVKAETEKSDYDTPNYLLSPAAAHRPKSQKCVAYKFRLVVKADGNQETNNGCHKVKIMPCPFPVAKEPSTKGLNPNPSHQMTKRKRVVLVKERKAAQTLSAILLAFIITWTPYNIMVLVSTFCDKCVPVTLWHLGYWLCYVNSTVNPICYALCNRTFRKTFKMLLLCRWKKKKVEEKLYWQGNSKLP
M4 antag – human M4 muscarinic receptor antagonists, primary screen, CHO cells, Fluo-8 calcium fluorescence | AID 624125, 2012 | hit rate 0.73% among 360,000 | Muscarinic acetylcholine receptor M4 (Homo sapiens), P08173 | inhibition, % at 3 µM | CHO-hM4 cells, ACh EC80;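 active means inhibition above its plate's cutoff, the mean inhibition of sample wells plus 3 SD, cut at about 27% in these data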;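 further: 0% = acetylcholine EC80 with DMSO and 100% = DMSO without agonist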
Target sequence (P08173 whole entry, looked up): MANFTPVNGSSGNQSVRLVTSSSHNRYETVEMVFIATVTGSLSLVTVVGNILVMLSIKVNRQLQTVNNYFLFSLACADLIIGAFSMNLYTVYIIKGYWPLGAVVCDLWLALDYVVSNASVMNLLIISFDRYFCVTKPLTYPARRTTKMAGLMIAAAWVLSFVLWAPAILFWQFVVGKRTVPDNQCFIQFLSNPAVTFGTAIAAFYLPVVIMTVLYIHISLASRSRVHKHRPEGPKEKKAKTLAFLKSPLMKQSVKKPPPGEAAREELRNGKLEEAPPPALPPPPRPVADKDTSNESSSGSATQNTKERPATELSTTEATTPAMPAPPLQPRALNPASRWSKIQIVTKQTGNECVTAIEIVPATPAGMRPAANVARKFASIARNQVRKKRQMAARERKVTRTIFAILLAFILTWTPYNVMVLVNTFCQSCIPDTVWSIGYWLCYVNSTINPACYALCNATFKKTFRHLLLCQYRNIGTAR
M5 PAM – human M5 muscarinic receptor positive allosteric modulators, primary screen, CHO-K1 cells, Fluo-8 calcium fluorescence. Muscarinic acetylcholine receptor M5 (Homo sapiens), P08912. CHO-K1 hM5, ACh EC20 PAM; 0% = ACh EC20, 100% = ACh EC100. activation, % at 3 µM. hit rate 0.3% among 360,000. AID 624038, 2012;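 active means activation above the run cutoff, the mean activation of all test compounds plus 3 SD, cut at about 18% in these data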
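Assay system – human M5 receptor in CHO-K1 cells · Read-out – % activation, ACh-normalized · Technique – Fluo-8 calcium fluorescence · Dosing – single-point, 3 µM nominal · Incubation – Fluo-8 loading 80 min at 37 °C plus 30 min room temperature · Repeats – singlicate, one well per test compound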
M5 ag – human M5 muscarinic receptor agonists, primary screen, CHO-K1 cells, Fluo-8 calcium fluorescence; activation, % at 3 µM; AID 624037, 2012; Muscarinic acetylcholine receptor M5 (Homo sapiens), P08912; hit rate 0.19% among 360,000; CHO-K1 hM5 cells; 0% DMSO wells, 100% maximal acetylcholine response;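 active means activation above the run's mean over test compounds plus 3 SD, cut at about 23% in these data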;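 further: signal is peak over basal fluorescence ratio across the kinetic read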
M4 ag – human M4 muscarinic receptor agonists, primary screen, CHO-K1 cells, Fluo-8 calcium fluorescence; Muscarinic acetylcholine receptor M4 (Homo sapiens), P08173; CHO-K1 hM4/Gqi5; vehicle 0%, full acetylcholine response 100%; activation, % at 3 µM; hit rate 0.14% among 360,000;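 active means activation above the run mean over all test wells plus 3 SD, cut at about 32% in these data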;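 further: peak over basal fluorescence ratio per well then scaled between controls; 0% = DMSO wells and 100% = acetylcholine at EC100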
CHO-K1 Ca ag – counter-screen for M1 agonists: effect in parental CHO-K1 cells | Fluo-8 calcium fluorescence; scaled to maximal ATP response, vehicle zero | activation, % at 3 µM | hit rate 0.48% among 360,000; in the data active means activation above about 15%;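 further: untransfected CHO-K1 host cells lacking M1 receptor as counterscreen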
CHO-K1 Ca antag – counter-screen for M1 antagonists: effect in parental CHO-K1 cells; ATP-induced calcium, Fluo-8 fluorescence; inhibition, % at 3 µM; hit rate 0.6% among 360,000; AID 602250;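 active means inhibition above a per-plate cutoff, the plate's mean sample inhibition plus 3 SD, cut at about 24% in these data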;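 further: 0% = DMSO plus EC80 ATP and 100% = DMSO alone without ATP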
CHO-K1 Ca PAM – nonselective calcium activators in parental CHO-K1 cells, primary screen, counter-screen for M1 PAM project, cell-based, Fluo-8 calcium fluorescence, full deck, 1536-well | hit rate 0.02% among 360,000 | ATP EC20; 0% at ATP EC20, 100% at ATP max | AID 602247, 2012 | activation, % at 3 µM;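 active means activation above the run cutoff, the mean activation of all test compounds plus 3 SD, cut at about 40% in these data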;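 further: peak over basal fluorescence ratio in a 140 s read after ATP addition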
M4 PAM – human M4 muscarinic receptor positive allosteric modulators, primary screen, CHO-K1 cells, Fluo-8 calcium fluorescence; hit rate 0.4% among 360,000; Muscarinic acetylcholine receptor M4 (Homo sapiens), P08173; activation, % at 3 µM; CHO-K1 hM4/Gqi5, ACh EC20; 0% = ACh EC20, 100% = maximal ACh; AID 624126, 2012;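 active means activation above its plate's cutoff, the mean activation of sample wells plus 3 SD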; further: some results filed as inactive read as strong as hits
* marks the source's active call; other numbers are inactive results.

How did Cc1ccc(C(=O)N2CCN(c3ccccc3Cl)CC2)cc1[N+](=O)[O-] do in these assays?
M5 antag: 6; M4 antag: 5; M5 PAM: 4; M5 ag: -6; M4 ag: 2; CHO-K1 Ca ag: 1.2; CHO-K1 Ca antag: -16; CHO-K1 Ca PAM: 13; M4 PAM: -5

How did COc1ccc(C(c2nnnn2C2CCCC2)N2CCN(C(=O)c3ccco3)CC2)cc1OC (centres undefined) do in these assays?
M5 antag: -11; M4 antag: -21; M5 PAM: 2; M5 ag: -2; M4 ag: 0; CHO-K1 Ca ag: 0.0; CHO-K1 Ca antag: -4; CHO-K1 Ca PAM: 3; M4 PAM: 4

What do the screens show for `COc1ccc(-c2nnc(SCC(=O)NC3CCCCC3)n2N)cc1`?
M5 antag: 4; M4 antag: 2; M5 PAM: 0; M5 ag: 0; M4 ag: 1; CHO-K1 Ca ag: 0.3; CHO-K1 Ca antag: 9; CHO-K1 Ca PAM: 2; M4 PAM: 6

What do the screens show for `CCc1cccc(CC)c1N(COC)C(=O)Cn1ccccc1=N`?
M5 antag: 9; M4 antag: 1; M5 PAM: -11; M5 ag: -6; M4 ag: 0; CHO-K1 Ca ag: 0.2; CHO-K1 Ca antag: -7; CHO-K1 Ca PAM: 2; M4 PAM: 1

How did Cc1onc(-c2ccccc2)c1-c1nnc(COC(=O)c2ccc(N(C)C)cc2)o1 do in these assays?
M5 antag: 67*; M4 antag: 62*; M5 PAM: -20; M5 ag: 2; CHO-K1 Ca ag: 9.0; CHO-K1 Ca antag: 0; CHO-K1 Ca PAM: 17; M4 PAM: -13

How did COC(=O)c1cc(=O)n2c(sc3ccccc32)c1C#N do in these assays?
M5 antag: -1; M4 antag: -20; M5 PAM: 0; M5 ag: -1; M4 ag: 2; CHO-K1 Ca ag: 1.7; CHO-K1 Ca antag: -12; CHO-K1 Ca PAM: 17; M4 PAM: -2

How did CNCC(O)COc1ccccc1 (centres undefined) do in these assays?
M5 antag: -3; M4 antag: 0; M5 PAM: 0; M5 ag: -1; M4 ag: 1; CHO-K1 Ca ag: 0.2; CHO-K1 Ca antag: -2; CHO-K1 Ca PAM: 18; M4 PAM: 15

What do the screens show for `CCOC(=O)C1(O)CSc2nc3sc(C(=O)O)c(C)c3c(=O)n21` (centres undefined)?
M5 antag: 4; M4 antag: 0; M5 PAM: -1; M5 ag: 4; M4 ag: 0; CHO-K1 Ca ag: 0.2; CHO-K1 Ca antag: 11; CHO-K1 Ca PAM: 10; M4 PAM: 8

How did CC(C)(C)NC(=O)NC(=O)COC(=O)c1ccc(OC(F)F)cc1 do in these assays?
M5 antag: 2; M4 antag: 9; M5 PAM: -4; M5 ag: 0; M4 ag: -1; CHO-K1 Ca ag: -0.1; CHO-K1 Ca antag: 28*; CHO-K1 Ca PAM: -11; M4 PAM: -9

Results for COc1ccc(NC(=O)C(OC(=O)Cn2cnc3c2c(=O)n(C)c(=O)n3C)c2ccccc2)cc1Cl (centres undefined) ?
M5 antag: 5; M4 antag: -15; M5 PAM: -16; M5 ag: -8; M4 ag: 15; CHO-K1 Ca ag: 4.0; CHO-K1 Ca antag: -20; CHO-K1 Ca PAM: 1; M4 PAM: -2

How did CCS(=O)(=O)N1CCN(c2c(Cl)cccc2[N+](=O)[O-])CC1 do in these assays?
M5 antag: -4; M4 antag: -1; M5 PAM: -5; M5 ag: -1; M4 ag: 2; CHO-K1 Ca ag: 1.1; CHO-K1 Ca antag: -2; CHO-K1 Ca PAM: 14; M4 PAM: -3

What do the screens show for `COc1cc(OC)c(OC)cc1CNCCNC(=O)c1nonc1N`?
M5 antag: -3; M4 antag: 0; M5 PAM: 3; M5 ag: -2; M4 ag: 1; CHO-K1 Ca ag: 0.6; CHO-K1 Ca antag: -13; CHO-K1 Ca PAM: 12; M4 PAM: 20

How did O=C(Nc1ccc(Cl)cn1)c1ccc2ccccc2n1 do in these assays?
M5 antag: -7; M4 antag: 2; M5 PAM: -5; M5 ag: -2; M4 ag: 0; CHO-K1 Ca ag: 0.4; CHO-K1 Ca antag: 1; CHO-K1 Ca PAM: 16; M4 PAM: 5

How did CC1(C(=O)OCC(=O)NCc2ccc(Cl)cc2)CC1(Cl)Cl (centres undefined) do in these assays?
M5 antag: 0; M4 antag: -1; M5 PAM: 4; M5 ag: -4; M4 ag: 1; CHO-K1 Ca ag: 0.1; CHO-K1 Ca antag: -10; CHO-K1 Ca PAM: 16; M4 PAM: -1

Results for Clc1ccc2nc(-c3ccccc3)c(CC3CCCCC3)n2c1 ?
M5 antag: -3; M4 antag: -9; M5 PAM: 0; M5 ag: 0; M4 ag: -2; CHO-K1 Ca ag: 0.4; CHO-K1 Ca antag: 4; CHO-K1 Ca PAM: 12; M4 PAM: -1

How did Cc1ccc(C)c(N2CCN(C(=O)Cc3ccc(NC4=NC5CS(=O)(=O)CC5S4)cc3)CC2)c1 (centres undefined) do in these assays?
M5 antag: -4; M4 antag: -7; M5 PAM: -1; M5 ag: -1; M4 ag: 0; CHO-K1 Ca ag: -0.1; CHO-K1 Ca antag: -2; CHO-K1 Ca PAM: 6; M4 PAM: -5

How did OCc1cc(CO)c(O)c(CCc2ccccc2)n1 do in these assays?
M5 antag: -11; M4 antag: -10; M5 PAM: 1; M5 ag: -7; M4 ag: 0; CHO-K1 Ca ag: 0.5; CHO-K1 Ca antag: -11; CHO-K1 Ca PAM: 18; M4 PAM: 7

Results for N#Cc1cccc(NC(=O)CNc2cc(S(=O)(=O)N3CCOCC3)ccc2N2CCCC2)c1 ?
M5 antag: 1; M4 antag: -5; M5 PAM: -7; M5 ag: -3; M4 ag: 3; CHO-K1 Ca ag: 1.4; CHO-K1 Ca antag: -14; CHO-K1 Ca PAM: 1; M4 PAM: 5

Results for Cc1ccc(N(C(=O)Cc2cccs2)C(C(=O)NC2CCCC2)c2ccncc2)cc1 (centres undefined) ?
M5 antag: 3; M4 antag: -5; M5 PAM: -7; M5 ag: 3; M4 ag: 7; CHO-K1 Ca ag: 6.4; CHO-K1 Ca antag: 7; CHO-K1 Ca PAM: 16; M4 PAM: -6

How did COc1ccc(CC2(CO)CCN(Cc3cccc(OC)c3OC)CC2)cc1 do in these assays?
M5 antag: 12; M4 antag: -6; M5 PAM: -6; M5 ag: -10; M4 ag: 16; CHO-K1 Ca ag: 2.4; CHO-K1 Ca antag: -22; CHO-K1 Ca PAM: 18; M4 PAM: -9

How did O=C(N/C(=C/c1ccccc1Cl)C(=O)N1CCCCC1)c1ccco1 do in these assays?
M5 antag: -26; M4 antag: 6; M5 PAM: 3; M5 ag: 5; M4 ag: 4; CHO-K1 Ca ag: 1.3; CHO-K1 Ca antag: -3; CHO-K1 Ca PAM: 3; M4 PAM: -1

Results for CC(NC(=O)CC(O)(C(F)(F)F)C(F)(F)F)c1ccccc1 (centres undefined) ?
M5 antag: 16; M4 antag: 5; M5 PAM: -7; M5 ag: -1; M4 ag: 1; CHO-K1 Ca ag: 0.8; CHO-K1 Ca antag: 0; CHO-K1 Ca PAM: -2; M4 PAM: 16

Results for CCOCCCNC(=S)N(Cc1ccco1)Cc1cc2cc3c(cc2[nH]c1=O)OCCO3 ?
M5 antag: -1; M4 antag: 2; M5 PAM: 5; M5 ag: 5; M4 ag: 3; CHO-K1 Ca ag: 1.5; CHO-K1 Ca antag: -6; CHO-K1 Ca PAM: 6; M4 PAM: -4

How did COc1cccc(/C=N/Nc2cc(C)nc(-c3ccccc3O)n2)c1O do in these assays?
M5 antag: 21; M4 antag: 28*; M5 PAM: -28; M5 ag: 0; M4 ag: 14; CHO-K1 Ca ag: 5.7; CHO-K1 Ca antag: -2; CHO-K1 Ca PAM: -7; M4 PAM: -18

How did COC(=O)C(C)Sc1nnc(SC(C)C(=O)OC)s1 (centres undefined) do in these assays?
M5 antag: 2; M4 antag: 1; M5 PAM: 1; M5 ag: -1; M4 ag: 0; CHO-K1 Ca ag: -0.2; CHO-K1 Ca antag: 14; CHO-K1 Ca PAM: -8; M4 PAM: -4

What do the screens show for `CC1CCCN(Cc2c(O)ccc3c(=O)c(-c4nc5ccccc5s4)c(N)oc23)C1` (centres undefined)?
M5 antag: 2; M4 antag: 5; M5 PAM: -5; M5 ag: -5; M4 ag: 5; CHO-K1 Ca ag: 1.4; CHO-K1 Ca antag: -17; CHO-K1 Ca PAM: 3; M4 PAM: -13

What do the screens show for `CC1C(=O)C(C)(C)C(=O)OC1c1ccc([N+](=O)[O-])cc1` (centres undefined)?
M5 antag: -2; M4 antag: 10; M5 PAM: -1; M5 ag: -2; M4 ag: 0; CHO-K1 Ca ag: -0.1; CHO-K1 Ca antag: 1; CHO-K1 Ca PAM: -10; M4 PAM: -7

Results for COc1ccc(NS(=O)(=O)c2cc(NC(=O)CC3CCCC3)ccc2N2CCOCC2)cc1 ?
M5 antag: 3; M4 antag: 1; M5 PAM: 6; M5 ag: -5; M4 ag: 0; CHO-K1 Ca ag: -0.2; CHO-K1 Ca antag: -5; CHO-K1 Ca PAM: -10; M4 PAM: -5

How did COc1ccccc1C(=O)NCC(=O)N/N=C/c1cc(Br)ccc1OC(=O)/C=C\c1ccco1 do in these assays?
M5 antag: -10; M4 antag: -5; M5 PAM: 8; M5 ag: 1; M4 ag: 2; CHO-K1 Ca ag: 1.0; CHO-K1 Ca antag: -10; CHO-K1 Ca PAM: 14; M4 PAM: 12

Results for COC(=O)c1cccc(NC(=O)CSc2nc(O)c(-c3ccccc3)c(=O)[nH]2)c1 ?
M5 antag: 0; M4 antag: -5; M5 PAM: 11; M5 ag: 0; M4 ag: 1; CHO-K1 Ca ag: -0.4; CHO-K1 Ca antag: -5; CHO-K1 Ca PAM: -12; M4 PAM: 24*

Results for COC(=O)CC1Oc2ccc(C)cc2NC1=O (centres undefined) ?
M5 antag: 0; M4 antag: -4; M5 PAM: -4; M5 ag: 1; M4 ag: 2; CHO-K1 Ca ag: 0.2; CHO-K1 Ca antag: 8; CHO-K1 Ca PAM: 14; M4 PAM: 4

Results for CC1CCN(C(=O)Cn2cc(C(F)(F)F)ccc2=O)c2ccccc2S1 (centres undefined) ?
M5 antag: -13; M4 antag: -6; M5 PAM: 4; M5 ag: 0; M4 ag: 1; CHO-K1 Ca ag: 0.8; CHO-K1 Ca antag: -20; CHO-K1 Ca PAM: 13; M4 PAM: -1

What do the screens show for `O=C(CCN1C(=O)c2ccccc2C1=O)Nc1cccc(O)c1`?
M5 antag: 12; M4 antag: -6; M5 PAM: -10; M5 ag: -3; M4 ag: 3; CHO-K1 Ca ag: 0.1; CHO-K1 Ca antag: -2; CHO-K1 Ca PAM: 6; M4 PAM: 4
